# Akt phos inh = HTS Assay for Inhibitors of Akt Phophorylation: Primary Screen. Neuro2A IGF-stimulated pAkt S473 HTRF, 20 min; stronger effect = lower value. activity change, % for hits at 50 µM. actives 0.32% (n = 360,000). AID 651550, 2012; in the data active = activity change below about -80%; inconclusive = mostly about -51% to -80%; also: % is scaled to controls: 0 for no effect and ±100 for the full control effect
#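 Neuro2A cells in DMEM with 0.5% FBS, overnight at 37 deg C, given compound at single 50 µM final, then IGF (6 nM final) for 20 min at 37 deg C. Lysed; phospho-Akt Ser473 by HTRF after 24 h, 665/615 ratio.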
# Nrf2 activator = qHTS of Nrf2 Activators; AREc32 ARE-luciferase reporter (MCF7-derived line), luminescence, 24 h; Potency, µM (highest dose often 46.1 µM), for the others: at the top dose activation, most hits filed as activators; actives 0.31% (n = 410,000); also: potency is read from the fitted curve at half-maximal effect; % of control where 0% means no effect; nearly all actives have a fitted effect of over 65% in size
#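 Luminescent ARE reporter assay in AREc32_Fluc cells: overnight plating at 37 deg C, 24 hr compound incubation, Steady-Glo added, 30 min RT before reading.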
# A549 tox = Nrf2 qHTS screen for inhibitors: counterscreen for cytotoxicity | A549 ARE-Fluc cells, CellTiter-Fluor viability, 18-24 h | Potency, µM (doses to about 46 µM), for the others: at the highest dose activity change, negative = cytotoxicity, hits mostly inhibitors | actives 0.16% (n = 390,000) | AID 504648, 2011; also: potency is read from the fitted curve at half-maximal effect; % is scaled to controls: 0 for no effect and ±100 for the full control effect
#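 A549 ARE-Fluc cells in 5% FBS OPTI-MEM, 5000 cells/well, rested 2 h then exposed to compounds in concentration-response for 18-24 h at 37 °C. Viability by CellTiter-Fluor fluorescence (Ex 405/Em 525) after 30 min; luciferase luminescence (BugLite, 15 min, RT) read afterwards.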
# TGFb inhibitor = qHTS for Inhibitors of TGF-b. actives 1.2% (n = 410,000). Potency, µM (doses to about 46.1 µM), for inactives: at the highest dose activity, negative = inhibition, hits mostly inhibitors. HepG2 CAGA-GFP TGF-b/SMAD3 reporter, GFP fluorescence, 18 h; TGF-beta stimulated, 500 pg/mL final; also: potency is read from the fitted curve at half-maximal effect; % is scaled to controls: 0 for no effect and ±100 for the full control effect; nearly all actives have a fitted effect of over 65% in size
#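 GFP signal (ex488/em500-530) from TGF-beta-stimulated HEPG2 CAGA-GFP cells, 500 pg/mL final, 18 h at 37 degrees C in DMEM plus 1% FBS, normalized to unstimulated and DMSO-stimulated controls.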
# HepG2 tox = qHTS for Inhibitors of TGF-b: Cytotox Counterscreen. HepG2 CAGA-GFP viability, ATP luminescence, 18 h. Potency, µM (doses to about 46.1 µM), inactives show at the highest dose activity change, negative = cytotoxicity, hits mostly cytotoxic. actives 0.76% (n = 410,000). AID 588856, 2011; also: potency is read from the fitted curve at half-maximal effect; some results filed as inactive show a strong effect at the top dose
#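 CellTiter-Glo luminescence gave cytotoxicity after 18 hours at 37 degrees C. The cells were HepG2 CAGA-GFP in 1% FBS DMEM, stimulated with 500 pg/mL TGF-beta after compound addition. %Activity was normalised to no-cell wells (complete cell-killing) and DMSO (no toxicity), and curves were fitted and classified.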
# Nrf2 block = Nrf2 qHTS screen for inhibitors; A549 ARE-Fluc reporter, luciferase luminescence, 18-24 h; Potency, µM (highest dose often 46 µM), without a hit: top-dose activity change, negative = inhibition, hits mostly inhibitors; actives 2.1% (n = 360,000); AID 504444, 2011; also: potency is read from the fitted curve at half-maximal effect; % is scaled to controls: 0 for no effect and ±100 for the full control effect; nearly all actives have a fitted effect of over 60% in size
#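 Quantitative HTS in A549 cells stably bearing an antioxidant response element-firefly luciferase construct. Inhibition of Nrf2-driven transcription was scored by luminescence after 18-24 h of compound exposure at 37 °C.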
# Mm-Cpn inhibitor = Inhibitors of TCP-1 ring complex (TRiC) of Methanococcus maripaludis (MmCpn): qHTS; actives 0.031% (n = 330,000); AID 504842, 2011; purified Mm-Cpn ATPase, ADP Transcreener TR-FRET; Potency, µM (series often up to 76.9 µM), for inactives: at the top dose activity, negative = inhibition, most hits filed as inhibitors; also: potency is read from the fitted curve at half-maximal effect; % is scaled to controls: 0 for no effect and ±100 for the full control effect; nearly all actives have a fitted effect of over 80% in size
#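 Purified archaeal Mm-CPN (25nM final) preincubated 10 min at 37degC with compound, then 10uM ATP for 30 min at 37degC; ADP measured by HTRF Transcreener TR-FRET; buffer 30 mM TRIS pH 7.4, 100mM KCl, 5mM MgCl2, 1mM DTT.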
# CCT modulator = High-Throughput Screening for Modulators of Cytosolic Chaperonin Activity; purified chaperonin ATPase assay, HTRF ADP detection, 30 min; activity change, % (no concentration beside the values), hits read low; actives 0.3% (n = 360,000); AID 651819, 2012; in the data active = activity change below about -30%; also: % is scaled to controls: 0 for no effect and ±100 for the full control effect
#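 We incubate TRiC, 40 or 20 nM final, with library compounds at 76 uM and 10 uM ATP for 30 min at 37 °C. ADP formed is detected with Transcreener HTRF reagents after 30 min at room temperature.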
# Abeta rescue = qHTS for compounds that reverse cellular toxicity of Amyloid beta (A-beta) peptide in yeast: Primary Screen; Potency, µM (doses to about 46.1 µM), without a hit: at the highest dose growth rescue, hits mostly activators; yeast expressing A-beta42, growth rescue, OD600, 48 h; response scale: 0% DMSO, 100% iron-clioquinol control; actives 0.063% (n = 410,000); also: potency is read from the fitted curve at half-maximal effect; nearly all actives have a fitted effect of over 55% in size
#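 Yeast A-beta toxicity model in growth medium with pinned compounds, 48 h at 30 C; growth read as absorbance at 600 nm. Normalized to FeCl3/clioquinol equimolar mix (positive) and DMSO (negative).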
# * = called active by the depositor; i = inactive; ? = inconclusive; / = no result given. Unless noted, calls follow the shape of the dose curve; as a rule, active = well fitted curve in the direction sought with a large enough effect; inconclusive = small, poorly fitted or top-dose-only effect, or another doubt; inactive = no such curve, though single readings can be large; an effect the other way counts as inactive or inconclusive.
# Letters: A = Akt phos inh; B = Nrf2 activator; C = A549 tox; D = TGFb inhibitor; E = HepG2 tox; F = Nrf2 block; G = Mm-Cpn inhibitor; H = CCT modulator; I = Abeta rescue
Cc1nc2sc(C(c3ccccc3)N3CCC(O)CC3)c(O)n2n1 (stereo not given)
  A: i | B: 1.1% | C: 13% | D: -7% | E: -5% | F: 10% | G: -12% | H: 0.3 | I: 10%
NC(=O)CCn1c(=O)oc2ccccc21
  A: i | B: -0.3% | C: -1% | D: 6% | E: 5% | F: 7% | G: 0% | H: 1.1 | I: 10%
CCn1cnc2cc(NCc3ccncc3)ccc21
  A: i | B: -0.2% | C: -9% | D: 1% | E: -1% | F: 3% | G: 0% | H: -1.5 | I: 8%
NC(=O)CSc1nnc(Cn2c(=O)sc3ccccc32)n1CCc1ccccc1
  A: i | B: 1.8% | C: 5% | D: -12% | E: -16% | F: -5% | G: -1% | H: -0.8 | I: -16%
O=C(C(=O)c1ccc(O)cc1)c1ccccc1
  A: i | B: 0.9% | C: -4% | D: 11% | E: -1% | F: 2% | G: 2% | H: -0.2 | I: 28%
Cc1ccccc1Nc1nc(N)nc(COC(=O)c2ccc3c(c2)OCCO3)n1
  A: i | B: 0.1% | C: / | D: 2% | E: -5% | F: / | G: / | H: 0.5 | I: 1%
Cc1ccc(NC(=O)C(C)Sc2nnc3n2CCCCC3)cc1S(=O)(=O)N1CCOCC1 (stereo not given)
  A: i | B: -1.8% | C: / | D: -12% | E: 4% | F: / | G: / | H: -0.1 | I: -5%
CCCCCCSc1nc(N)c2c3c(sc2n1)CCCC3C (stereo not given)
  A: / | B: 3.2% | C: 12% | D: / | E: -51% | F: -7% | G: / | H: / | I: 15%
CN(CC(=O)Nc1ccc(Cl)cc1)C(=O)c1sccc1-c1ccccc1
  A: i | B: 0.4% | C: ? | D: -20% | E: -19% | F: ? | G: -1% | H: 0.2 | I: ?
NC(=O)C1CCN(c2nc(C3CC3)nc3c2nnn3Cc2ccccc2)CC1
  A: i | B: -0.7% | C: 7% | D: ? | E: -2% | F: -7% | G: 0% | H: -3.0 | I: -1%
CC(=O)c1ccc(NC(=O)CCSc2nc(-c3ccco3)cc(C(F)(F)F)n2)cc1
  A: / | B: 0.9% | C: -3% | D: -24% | E: -19% | F: -10% | G: / | H: / | I: -10%
CC(C)CN(C(=O)COC(=O)Cc1cccc2ccccc12)c1c(N)n(Cc2ccccc2)c(=O)[nH]c1=O
  A: i | B: -0.1% | C: -14% | D: -5% | E: 13% | F: -15% | G: -3% | H: -2.6 | I: 3%
CC1CCCN(S(=O)(=O)c2cccc3nonc23)C1 (stereo not given)
  A: i | B: 0.3% | C: 2% | D: 11% | E: 1% | F: -17% | G: -6% | H: -1.5 | I: -17%
Cc1cc2oc(=O)cc(CN(C)Cc3ccccc3)c2cc1C
  A: i | B: 1.1% | C: / | D: -45% | E: -4% | F: / | G: / | H: -2.3 | I: 9%
CCCSc1ccc(-c2nn(-c3ccccc3)cc2/C=C(/C#N)C(=O)N2CCOCC2)cc1
  A: i | B: 3.9% | C: 10% | D: 4% | E: -60% | F: ? | G: -4% | H: -3.3 | I: -6%
Cc1ccc(C)c(NCC(=O)NNC(=S)Nc2ccccc2)c1
  A: i | B: -0.5% | C: 3% | D: 0% | E: 7% | F: 11% | G: -1% | H: 0.0 | I: 2%
CC(=O)Nc1ncc2c(n1)CC(c1ccco1)CC2=O (stereo not given)
  A: i | B: -0.7% | C: -6% | D: 0% | E: 2% | F: 10% | G: 2% | H: 0.4 | I: -3%
Nc1c(C(=O)Nc2ccc(F)cc2)nnn1-c1cccc(C(F)(F)F)c1
  A: i | B: -1.0% | C: 7% | D: 11% | E: -14% | F: 4% | G: 2% | H: 0.0 | I: -6%
Cc1ccc(C(=O)CSc2nnc3n2CCCCC3)s1
  A: i | B: 3.1% | C: 4% | D: 0% | E: 7% | F: ? | G: 3% | H: -3.6 | I: 14%
O=C(NNC(=O)c1ccc(NC(=O)C2CC2)cc1)c1ccc(F)cc1
  A: i | B: -0.2% | C: -2% | D: -3% | E: 9% | F: 13% | G: -3% | H: -1.4 | I: -10%
Fc1ccc2c(c1)C(c1ccncc1)=NNC(c1ccccc1)=N2
  A: i | B: 0.7% | C: -2% | D: 27% | E: 5% | F: -6% | G: 0% | H: -2.5 | I: -5%
O=C(CN1C(=O)CCC1=O)NCC12CC3CC(CC(C3)C1)C2
  A: i | B: 11% | C: -1% | D: 27% | E: -20% | F: 2% | G: / | H: -0.2 | I: -11%
Cn1c(C(=O)Nc2ccc3c(c2)OCO3)cc2sccc21
  A: i | B: 7.3% | C: 0% | D: -1% | E: -10% | F: ? | G: -4% | H: -1.7 | I: -3%
Cc1cccc(N2CCN(c3nc4ccccc4c4nc(-c5cccnc5)nn34)CC2)c1C
  A: / | B: -0.9% | C: 0% | D: -13% | E: 5% | F: 3% | G: / | H: / | I: -26%
S=C(NCCc1ccccn1)NC1CC2CCC1C2 (stereo not given)
  A: i | B: -0.6% | C: 2% | D: -6% | E: 8% | F: 6% | G: 1% | H: -0.3 | I: -9%

# Compound profiles, from the list above. Order of values: Akt phos inh	Nrf2 activator	A549 tox	TGFb inhibitor	HepG2 tox	Nrf2 block	Mm-Cpn inhibitor	CCT modulator	Abeta rescue
# Cc1nc2sc(C(c3ccccc3)N3CCC(O)CC3)c(O)n2n1 (stereo not given) in the list: i	1.1%	13%	-7%	-5%	10%	-12%	0.3	10%
# Cc1ccc(NC(=O)C(C)Sc2nnc3n2CCCCC3)cc1S(=O)(=O)N1CCOCC1 (stereo not given) in the list: i	-1.8%	/	-12%	4%	/	/	-0.1	-5%
# CC(C)CN(C(=O)COC(=O)Cc1cccc2ccccc12)c1c(N)n(Cc2ccccc2)c(=O)[nH]c1=O in the list: i	-0.1%	-14%	-5%	13%	-15%	-3%	-2.6	3%

# Following part.
# Letters: A = Akt phos inh; B = Nrf2 activator; C = A549 tox; D = TGFb inhibitor; E = HepG2 tox; F = Nrf2 block; G = Mm-Cpn inhibitor; H = CCT modulator; I = Abeta rescue
CCOC(=O)c1c(NC(=O)c2cc(CC)on2)sc(C)c1C
  A: / | B: 0.1% | C: -1% | D: 21% | E: 9% | F: 18% | G: / | H: / | I: -1%
CCCCN(c1ccccc1)S(=O)(=O)c1cccc(C(=O)O)c1
  A: i | B: -0.5% | C: -6% | D: 2% | E: -3% | F: -8% | G: -3% | H: 0.3 | I: 6%
O=c1c2cc(NC(=S)NC3CCN(Cc4ccccc4)CC3)ccc2nc2n1CCCCC2
  A: i | B: 4.1% | C: -9% | D: ? | E: -27% | F: 2% | G: -2% | H: 2.4 | I: -11%
Cc1ccc(CNC(=O)CSCc2nc(-c3cccc(C)c3)oc2C)cc1
  A: / | B: -0.9% | C: -15% | D: ? | E: -26% | F: ? | G: / | H: / | I: -7%
Cc1cc(Cl)c2oc(C(=O)NCCC3CCCCO3)c(C)c2c1 (stereo not given)
  A: i | B: 3.3% | C: -2% | D: 3% | E: -10% | F: ? | G: 0% | H: 1.3 | I: -7%
CCc1cc(=O)oc2c3c(cc(OCC(=O)NCc4ccco4)c12)OC(C)(C)CC3
  A: i | B: 3.5% | C: -3% | D: ? | E: -3% | F: ? | G: -4% | H: -3.2 | I: -5%
O=S(=O)(N1CCOCC1)n1cnc2ccccc21
  A: i | B: -1.8% | C: -5% | D: 16% | E: 0% | F: -17% | G: 2% | H: -2.6 | I: -8%
O=C(NCCN1C(=O)S/C(=C\c2ccc(F)cc2)C1=O)C1CCN(S(=O)(=O)c2cccs2)CC1
  A: i | B: -0.9% | C: 2% | D: 12% | E: 33% | F: 1% | G: -2% | H: -0.9 | I: -11%
CC(C)(CNC(=O)C1CCCN1C(=O)c1cccs1)N1CCOCC1 (stereo not given)
  A: i | B: 0.5% | C: 2% | D: -4% | E: -24% | F: -16% | G: -23% | H: 1.5 | I: -17%
O=C(OCC(=O)c1ccc(Br)s1)c1ccc(O)cc1
  A: i | B: 4.9% | C: 0% | D: -1% | E: -5% | F: -1% | G: -9% | H: 0.2 | I: ?
O=C(NCc1ccccc1)C1CCCN(C(=O)c2ccc(F)cc2)C1 (stereo not given)
  A: i | B: -1.1% | C: -2% | D: ? | E: -2% | F: 2% | G: 1% | H: -2.6 | I: 11%
COc1ccc(OC)c(C2NC(=O)NC(C)=C2C(=O)Nc2cc(C)cc(C)c2)c1 (stereo not given)
  A: / | B: -0.5% | C: -4% | D: -9% | E: -4% | F: ? | G: / | H: / | I: -5%
CCC(=O)Nc1ccc(C(=O)N/N=C/c2ccc([N+](=O)[O-])cc2)cc1
  A: i | B: 0.0% | C: 2% | D: -6% | E: -2% | F: -21% | G: -1% | H: 0.6 | I: 12%
Cc1cccc(N2CCN(CCCNC(=O)C3CCCN(c4ncnc5c4nc4n5CCCCC4)C3)CC2C)c1 (stereo not given)
  A: i | B: 0.1% | C: ? | D: ? | E: -21% | F: ? | G: 0% | H: -2.8 | I: 5%
CCOC(=O)c1cc(C)n(CC2CCC(C(=O)Nc3cccc(C(C)=O)c3)CC2)c1C (stereo not given)
  A: / | B: 0.9% | C: 5% | D: 14µM* | E: -25% | F: 9% | G: / | H: / | I: -12%
CC(=O)c1cccc(NC(=O)Nc2ccc3c(c2)OCO3)c1
  A: i | B: 0.0% | C: -3% | D: 0% | E: 5% | F: 24% | G: 0% | H: 0.6 | I: -8%
